CXXC DNA block = inhibitors of human MLL CXXC domain-DNA interaction; MLL-CXXC / FITC-HOXA9 DNA fluorescence polarization; Q03164; Potency, µM (doses to about 115 µM), for inactives: top-dose activity change, negative = inhibition, hits mostly inhibitors; 290,000 tested, 0.037% active; active = well fitted inhibition curve with a large enough effect in the polarisation, with a control signal flat, not every such curve was filed as active; inconclusive = small, poorly fitted or top-dose-only effect, or effect the other way, or a change in a side signal; inactive = no such curve, though single readings can be large or run the other way; the % refers to the polarisation
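Fluorescence polarization: 7 uM MLL-CXXC (stock) preincubated 5 min with compounds, then 50 nM fluorescein-HOX-A9 DNA (stock) added; 30 min ambient. Buffer 50 mM Tris-HCl pH 7.5, 50 mM NaCl, 1 mM DTT, 0.05% BSA.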
p53 reactivation = mutant p53 re-activation in reporter cells; H1299 p53-A138V BP100-luciferase reporter, luminescence, 24 h; Potency, µM (titrated, usually from 92.2 µM), inactives show at the highest dose activity change, positive = activation, usual class: activators; 320,000 tested, 0.063% active; AID 504706; also: % of control where 0% means no effect; nearly all actives have a fitted effect of over 45% in size
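H1299 (p53-null), stable ts p53-A138V + BP100-Luc; 1000 cells/well, Opti-MEM/10% FBS; cpd 4 pt, 1:5; 24 h, 37 deg C, 5% CO2; detection reagent 10 min RT; luminescence.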
NPC1 prom act = NPC1 promoter activation. Huh7 NPC1 promoter luciferase reporter, 24 h. Potency, µM (highest dose often 9.22 µM), without a hit: at the top dose activation, actives largely listed as activators. 320,000 tested, 2.4% active;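 also: % of control where 0% means no effect; nearly all actives have a fitted effect of over 60% in size; reporter is driven by a mutant NPC1 promoter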
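Compounds in DMSO were transferred onto Huh7 NPC1-luciferase reporter cells pre-incubated 2 h; after 24 h at 37 °C, Amplite reagent was dispensed and luminescence recorded 10 min later.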
RORg inh = ROR gamma (mouse) transcription inhibition. P51450. Drosophila S2 Gal4-RORgamma UAS-luciferase reporter, 20 h. Potency, µM (doses to about 53.6 µM), for inactives: at the highest dose activity change, negative = inhibition, usual class: inhibitors. 310,000 tested, 5.4% active. AID 2551; also: % is scaled to controls: 0 for no effect and ±100 for the full control effect; nearly all actives have a fitted effect of over 60% in size
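Schneider cells (Drosophila), stable Gal4 DBD–ROR gamma + UAS-luc; 1 hr cmpd preincubation; Cu2+ induction 700 uM final; 20 hr ambient; luminescence.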
VP16 counter = counter-screen for ROR gamma inhibitors: Gal4-VP16 reporter; Potency, µM (highest dose often 53.6 µM), without a hit: at the top dose activity, negative = inhibition, most hits filed as inhibitors; 310,000 tested, 3.5% active; Drosophila S2 Gal4-VP16 UAS-luciferase, luminescence, 20 h;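 also: Gal4-VP16 expression switched on by copper sulfate through the metallothionein promoter; % is scaled to controls: 0 for no effect and ±100 for the full control effect; nearly all actives have a fitted effect of over 50% in size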
FLuc modulator = counter-screen for miR-21 project: firefly luciferase inhibitors or activators | purified FLuc, Km substrates, luminescence inhibition | AID 588342 | Potency, µM (titrated, usually from 57.5 µM), for inactives: top-dose activity change, negative = inhibition, most hits filed as inhibitors | 360,000 tested, 6.9% active | P08659;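 also: plate controls were vehicle for no effect and reference inhibitor for full effect; nearly all actives have a fitted effect of over 55% in size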
Target sequence (P08659 whole entry, looked up): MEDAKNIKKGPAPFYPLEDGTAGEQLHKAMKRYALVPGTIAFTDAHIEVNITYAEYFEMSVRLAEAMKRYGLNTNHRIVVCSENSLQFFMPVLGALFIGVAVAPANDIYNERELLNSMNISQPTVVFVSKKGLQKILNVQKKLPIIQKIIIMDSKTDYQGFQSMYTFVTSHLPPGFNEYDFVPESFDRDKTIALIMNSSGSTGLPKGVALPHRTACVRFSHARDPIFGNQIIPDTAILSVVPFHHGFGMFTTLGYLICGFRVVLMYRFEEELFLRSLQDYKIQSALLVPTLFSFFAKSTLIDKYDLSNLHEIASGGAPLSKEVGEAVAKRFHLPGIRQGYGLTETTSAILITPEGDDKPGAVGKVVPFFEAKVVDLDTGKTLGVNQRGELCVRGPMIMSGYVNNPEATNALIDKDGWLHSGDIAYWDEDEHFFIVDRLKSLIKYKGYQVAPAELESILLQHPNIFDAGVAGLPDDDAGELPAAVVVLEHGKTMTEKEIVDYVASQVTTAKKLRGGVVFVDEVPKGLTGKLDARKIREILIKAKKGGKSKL
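Purified P. pyralis luciferase (10nM final) with 10uM D-luciferin and 10uM ATP (Km levels) in 50mM Tris acetate pH 7.5, 10mM Mg acetate, 0.01% Tween-20, 0.05% BSA; qHTS 6-point titration, ~60 µM downward; luminescence read.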
uPA surface inh = blocks generation of uPA at the cell surface; cell surface uPA generation assay, qHTS; Potency, µM (top dose mostly 38.3 µM), for inactives: at the highest dose activity change, negative = inhibition, actives largely listed as inhibitors; 330,000 tested, 0.31% active; active = well fitted inhibition curve with a large enough effect; inconclusive = small, poorly fitted or top-dose-only effect; inactive = no such curve, though single readings can be large or run the other way; tested in mouse RAW 264.7 cells; also: % is scaled to controls: 0 for no effect and ±100 for the full control effect; nearly all actives have a fitted effect of over 55% in size
BRCA1 expr up = activators of BRCA1 expression; Potency, µM (doses to about 46.1 µM), for the others: at the highest dose activation, actives largely listed as activators; 380,000 tested, 1.1% active; MCF7-BRCA1-FFLuc reporter, luminescence, 48 h; response scale: scaled: vehicle 0%, 10 µM genistein 100%; AID 624202; also: nearly all actives have a fitted effect of over 80% in size; some results filed as inactive show a strong effect at the top dose
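Quantitative HTS in MCF7 cells stably reporting BRCA1 expression via firefly luciferase. Compound treatment lasts 48 h at 37 °C in phenol-red free MEM. Activation is expressed relative to genistein at 10 microM and DMSO.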
MBNL1-CUG inh = blocks human MBNL1 binding to CUG repeat RNA. Q9NR56. TR-FRET MBNL1-His/biotin-(CUG)12 binding, 665/545 ratio. Potency, µM (series often up to 57.5 µM), inactives show at the top dose activity change, negative = inhibition, actives largely listed as inhibitors. 280,000 tested, 0.036% active; active = well fitted inhibition curve with a large enough effect in the signal ratio, with a control signal flat, not every such curve was filed as active; inconclusive = small, poorly fitted or top-dose-only effect, or effect the other way, or a change in a side signal; inactive = no such curve, though single readings can be large or run the other way; the % refers to the signal ratio; also: % is scaled to controls: 0 for no effect and ±100 for the full control effect
Target sequence (Q9NR56 whole entry, looked up): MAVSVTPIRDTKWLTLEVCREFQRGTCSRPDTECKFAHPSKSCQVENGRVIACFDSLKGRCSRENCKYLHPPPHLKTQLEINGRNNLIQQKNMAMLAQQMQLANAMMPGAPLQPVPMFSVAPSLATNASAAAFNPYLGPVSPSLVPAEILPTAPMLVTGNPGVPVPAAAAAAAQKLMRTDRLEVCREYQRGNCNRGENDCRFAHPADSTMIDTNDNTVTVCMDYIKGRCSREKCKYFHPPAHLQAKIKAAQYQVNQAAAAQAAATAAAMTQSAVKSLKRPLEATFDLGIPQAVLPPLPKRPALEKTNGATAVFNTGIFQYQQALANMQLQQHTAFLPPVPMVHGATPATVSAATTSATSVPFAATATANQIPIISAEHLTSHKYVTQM
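Compounds (final 92 nM to 58 uM) are added to His-tagged MBNL1 and biotin-(CUG)12, then terbium anti-His antibody and streptavidin-XL665 (5 nM final). After 60 min at room temperature, the 665/545 nm ratio is read.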
Rab9 promoter act = Rab9 promoter activation; Potency, µM (top dose mostly 9.22 µM), for the others: at the top dose activation, negative = inhibition, usual class: activators; 320,000 tested, 2.8% active; Huh7 Rab9 promoter-luciferase reporter, luminescence, 24 h; AID 485297; also: % of control where 0% means no effect; nearly all actives have a fitted effect of over 60% in size
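Using Huh7 cells stably transfected with Rab9 promoter–luciferase, compounds were incubated 24 h at 37 °C, 5% CO2; luciferase luminescence was read 10 min after reagent addition.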
ELG1 genotoxic = inducers of genotoxicity in HEK293T ELG1-luciferase cells; HEK293T ELG1-luciferase reporter, luminescence, 16 h; Potency, µM (highest dose often 46 µM), without a hit: at the highest dose activity change, positive = activation, usual class: activators; 330,000 tested, 1.3% active; also: % of control where 0% means no effect; nearly all actives have a fitted effect of over 60% in size
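HEK293T cells expressing luciferase-tagged ELG1 were treated with compound or DMSO for 16 hr at 37°C. Luciferase activity was then read after 30 min with ONE-Glo at room temperature; rising signal flags genetic stress.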
* hit, by the source's call; ? = inconclusive; nt = not tested or not shown; [ ] = another dose, or the depositor's remark. Unless noted, calls follow the shape of the dose curve; as a rule, active = well fitted curve in the direction sought with a large enough effect; inconclusive = small, poorly fitted or top-dose-only effect, or another doubt; inactive = no such curve, though single readings can be large; an effect the other way counts as inactive or inconclusive. Potency is read from the fitted curve at half-maximal effect. The list is partial (hit frequency here may not be typical).

Each structure is followed by: CXXC DNA block	p53 reactivation	NPC1 prom act	RORg inh	VP16 counter	FLuc modulator	uPA surface inh	BRCA1 expr up	MBNL1-CUG inh	Rab9 promoter act	ELG1 genotoxic
CC(=O)c1ccc(S(=O)(=O)NCc2ccc(C(=O)N(C)CC(=O)Nc3cccc(F)c3)cc2)cc1
 : 2.1%	-3.2%	-2.5%	?	2.9%	0.8%	-0.5%	0.0%	1.6%	-1.8%	-11.4%
O=C(c1ccc2nc(N3CCCCC3)sc2c1)N1CCN(c2ccccn2)CC1
 : -4.0%	-2.7%	11.0%	11.8%	?	-14.4%	-8.3%	62.9%	-7.3%	19.7%	-0.3%
CC(CN1C(C)CCCC1C)OC(=O)c1cccc(F)c1 (configuration not stated)
 : 8.4%	-1.5%	-0.9%	-7.8%	-1.8%	-2.0%	5.2%	3.3%	-4.9%	1.0%	1.6%
Cc1cc(NS(=O)(=O)c2ccc(NC(=O)CSc3nnc(-c4ccco4)n3N)cc2)nc(C)n1
 : 4.7%	6.7%	0.4%	-29.0%	2.7%	2.8%	3.5%	-14.1%	-3.5%	-3.6%	9.6%
CC1=Nc2ccccc2N=C(NC(=O)CSC(=S)N2CCCCC2)C1c1ccccc1 (configuration not stated)
 : -3.8%	-2.0%	0.5%	27.2%	7.0%	-2.2%	4.5%	-35.3%	-0.2%	-6.9%	-5.2%
Cc1cccc(NC(=O)C2CC(=O)OC23CCCCC3)c1 (configuration not stated)
 : -4.4%	-2.7%	-0.3%	6.0%	-2.6%	0.2%	-1.8%	-19.5%	1.6%	2.5%	-1.4%
CCCn1c(-c2cc(OC)c(OC)c(OC)c2)nc2c1c(=O)[nH]c(=O)n2Cc1ccccc1
 : -4.8%	-3.3%	-6.6%	?	-1.4%	1.2%	-3.4%	-43.0%	-3.0%	3.3%	12.9%
CC1CCCN(C(=O)CCc2ccccc2)C1 (configuration not stated)
 : -9.6%	?	-1.6%	42.9%	-10.5%	0.6%	3.1%	28.4%	nt	-1.5%	0.3%
O=C(CSc1nnc(C2CC2)n1Cc1ccccc1)c1cc2ccccc2o1
 : -6.1%	-6.2%	0.6%	7.0%	-11.9%	0.4%	-1.4%	-28.5%	?	-7.6%	-4.2%
Cc1cc(C(=O)N/N=C\c2cc(C(C)(C)C)c(O)c(C(C)(C)C)c2)n[nH]1
 : 9.0%	5.6%	-2.6%	6.31µM*	3.55µM*	0.7%	-3.0%	-22.8%	-7.8%	0.4%	-38.9%[inhibitor]
CCn1c(C)nc2cc(C(=O)N/N=C/c3ccc(OC)cc3)ccc21
 : -7.3%	-0.9%	-1.0%	21.2%	-8.3%	?	-7.7%	-11.7%	19.8%	-4.1%	2.7%
Cc1nc(SCC(=O)NNC(=O)c2cccs2)[nH]c(=O)c1C
 : 2.9%	?	-5.0%	-0.9%	-6.4%	-19.1%	1.9%	21.9%	?	-5.6%	6.0%
CCOc1ccccc1N(CC(=O)NC1CCCC1)S(=O)(=O)c1ccc(C)cc1
 : -0.8%	-1.3%	1.7%	13.0%	9.0%	1.6%	1.5%	-8.6%	-7.8%	6.8%	2.3%
CCN1C(=O)[C@H]2[C@@H](c3ccccc3)N3C(=O)N(c4cccc(F)c4)C(=O)[C@@]3(CC(C)C)[C@H]2C1=O
 : 2.1%	nt	-1.5%	-22.0%	-6.3%	4.2%	0.7%	12.3%	-11.7%	4.5%	4.1%
Cn1c(NC(=O)c2cccs2)c(-c2cccs2)c(=O)c2ccccc21
 : 13.0%	-0.1%	9.7%	0.0%	-1.6%	0.9%	2.5%	-7.2%	7.4%	2.4%	6.7%
CCC(CC)c1nc2cc(OC)c(OC)cc2c(=O)o1
 : -2.3%	-0.5%	1.1%	-1.6%	1.1%	-1.9%	-0.8%	-12.8%	-4.7%	1.6%	0.7%
Cc1ccc(S(=O)(=O)N2CCC(C(=O)N[C@@H](C)C(=O)NC3CCS(=O)(=O)C3)CC2)cc1 (some centres not stated)
 : -4.1%	12.4%	0.8%	8.1%	-5.7%	4.3%	nt	nt	0.9%	-3.1%	1.3%
COc1ccc2ncc(S(=O)(=O)c3ccccc3)c(N3CCC4(CC3)OCCO4)c2c1
 : 5.1%	-15.5%	-3.3%	?	-2.1%	4.5%	-12.3%	-46.5%	17.1%	-1.7%	-3.0%
CCCCn1c(N)c(N(CC(C)C)C(=O)c2ccc([N+](=O)[O-])o2)c(=O)[nH]c1=O
 : nt	?	4.3%	nt	nt	-0.1%	-21.1%	-31.7%	nt	-4.5%	-0.1%
O=C(COC(=O)c1c2ccccc2cc2ccccc12)Nc1ncc(C(F)(F)F)cc1Cl
 : 21.2%	-1.1%	-3.2%	0.6%	-1.8%	-1.0%	2.8%	0.6%	22.7%	-1.2%	0.4%
CCOC(=O)Cc1csc(NC(=O)c2sc3nc4ccc(C)cc4cc3c2N)n1
 : -6.1%	-1.1%	2.9%	-36.3%	?	?	0.6%	9.6%[1.84 µM]	6.6%	11.4%	?
Cc1ccc(S(=O)(=O)NC2=NCN(CCOC(=O)c3ccccc3)CN2)cc1
 : -0.3%	-4.2%	-1.8%	-9.7%	6.0%	-0.4%	nt	-0.2%	2.9%	3.4%	-6.0%
CCOC(=O)c1[nH]c2ccc(OCC)cc2c1CCCN1C(=O)c2ccccc2C1=O
 : 1.0%	-1.9%	-3.6%	7.7%	-10.7%	3.6%	3.0%	-20.0%	-8.8%	1.4%	0.6%
COc1ccccc1N1CCN(Cc2nc3ccsc3c(=O)[nH]2)CC1
 : -5.0%	1.9%	-2.1%	-5.9%	-8.0%	-0.1%	0.7%	-5.3%	-0.8%	-8.2%	-1.8%
CCOC(=O)C1CCc2sc(N)c(C#N)c21 (configuration not stated)
 : -9.3%	-11.1%	-2.2%	38.1%	1.3%	1.6%	5.1%	-0.6%	12.8%	-18.4%	0.7%
COCCNC(=O)CSc1nc2c(n1-c1ccccc1)CCCC2
 : 0.5%	11.8%	3.4%	4.0%	-15.2%	-0.2%	1.7%	4.3%	7.3%	-4.1%	-3.4%
O=C1NC(=O)/C(=C/c2cccc(O)c2)N1
 : 22.5%	-4.0%	11.5%	-29.2%	12.1%	-10.7%	-0.9%	-7.0%	?	9.2%	-1.1%
S=C(NC1CC1)NC1CCCc2ccccc21 (configuration not stated)
 : 1.1%	0.4%	0.3%	2.24µM*	?	5.6%	-7.2%	-0.7%	-7.9%	-10.2%	-6.0%
Cc1nc2[nH]c(=S)[nH]c2cc1Br
 : 0.6%	21.8%	-0.6%	11.2µM*	-2.9%	-11.0%	13.1%	-20.8%	10.1%	-0.9%	-3.8%
O=C(NN1CC(=O)N(c2cc(Cl)cc(Cl)c2)CC1=O)c1cccs1
 : 6.9%	-1.3%	-3.1%	10.6%	7.4%	-0.5%	9.8%	14.4%	11.3%	-0.8%	0.1%
C#CCOCCOCCOCCNc1nc(N2CCN(C(=O)CCCCCCCCCCNC(=O)Cn3cc(CCCCCN)nn3)CC2)nc(N2CCN(C(=O)CCCCCCCCCCNC(=O)[C@@H]([C@H](C)O)n3cc(C)nn3)CC2)n1
 : nt	5.6%	-3.5%	nt	nt	4.0%	?	-29.7%	nt	-0.9%	0.2%
O=C(Cn1cncn1)NCc1cccc2ccccc12
 : -3.6%	-0.7%	-2.0%	9.4%	1.5%	-9.3%	-1.0%	-0.6%	-4.2%	6.0%	-0.6%
CC1CCCN(C(=O)c2ccc([N+](=O)[O-])o2)C1 (configuration not stated)
 : ?	?	1.2%	?	-3.9%	3.9%	-23.5%	-8.8%	?	21.6%	-4.8%
CCc1ccc(NC(=O)Cn2nc(C)c([N+](=O)[O-])c2C)cc1
 : 10.3%	0.6%	-1.7%	22.5%	6.5%	-3.9%	14.0%	-9.2%	-0.9%	-2.4%	1.9%
CC(C)(C)NC(=O)c1ccc(NC(=O)c2ccccc2-c2ccccc2C(=O)O)cc1
 : -3.0%	nt	2.0%	?	-8.8%	1.2%	-2.2%	-2.5%	-0.3%	-1.1%	1.4%
CCC(C)Nc1nc2c(c(=O)[nH]c(=O)n2C)n1CCC(C)C (configuration not stated)
 : 2.7%	-5.2%	4.4%	?	-0.7%	1.5%	1.7%	-26.6%	-2.3%	-4.0%	0.5%
CCOC(=O)/C(C#N)=C/c1cn(CCC(=O)O)nc1-c1ccc(OC)cc1
 : 12.1%	-0.2%	-4.1%	3.5%	1.0%	-1.1%	-3.2%	-15.0%	?	-1.5%	-0.1%

Screens as filed in PubChem BioAssay.
